Screens: PubChem, The Scripps Research Institute Molecular Screening Center
CHO parental Ca: counter-screen for OX1R antagonists: effect in parental CHO cells | 330,000 compounds, 0.63% hits | parental CHO-K1, ATP-induced calcium, Fluo-8 fluorescence | AID 463079 | inhibition, % at 5.6 µM;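 active = inhibition above that plate's mean sample inhibition plus 3 SD, cut at about 26% in these data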;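 also: 0% = ATP-challenged DMSO wells and 100% = DMSO wells without ATP; some compounds past the cut are filed as inactive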
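Material: Parental CHO cells | Reagent: ATP | Compound dosing: Single nominal dose of 5.6 µM per compound | Detection: Intracellular calcium via Fluo-8 no-wash fluorescent dye | Read-out: % inhibition of ATP-induced calcium mobilization | Benchmarks: Low control ATP plus DMSO, high control DMSO only | Replicates: Singlicate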
M4 antag: CHRM4 antagonism in calcium assay; AID 624125; P08173; inhibition, % at 3 µM; 360,000 compounds, 0.73% hits; CHO-hM4 cells, ACh EC80, Fluo-8 calcium fluorescence;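 active = inhibition above its plate's cutoff, the mean inhibition of sample wells plus 3 SD, cut at about 27% in these data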;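 also: 0% = acetylcholine EC80 with DMSO and 100% = DMSO without agonist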
Target sequence (P08173 whole entry, looked up): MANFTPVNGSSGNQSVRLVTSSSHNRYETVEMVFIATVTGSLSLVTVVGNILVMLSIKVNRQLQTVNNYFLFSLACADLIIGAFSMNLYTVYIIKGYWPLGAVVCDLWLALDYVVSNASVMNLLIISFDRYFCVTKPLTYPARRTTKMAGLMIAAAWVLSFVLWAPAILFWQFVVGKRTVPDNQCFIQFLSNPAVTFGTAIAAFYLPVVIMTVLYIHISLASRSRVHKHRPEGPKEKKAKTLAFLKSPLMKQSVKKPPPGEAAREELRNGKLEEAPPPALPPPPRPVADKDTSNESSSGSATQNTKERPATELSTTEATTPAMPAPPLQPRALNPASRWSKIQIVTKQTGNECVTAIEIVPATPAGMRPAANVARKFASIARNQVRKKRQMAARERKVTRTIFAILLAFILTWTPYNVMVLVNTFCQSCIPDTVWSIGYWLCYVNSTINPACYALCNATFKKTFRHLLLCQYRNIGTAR
M1 ag: human M1 muscarinic receptor agonism; P11229; CHO-K1 hM1, Fluo-8 calcium fluorescence, agonist mode; 0% DMSO, 100% acetylcholine EC100; activation, % at 3 µM; 360,000 compounds, 0.33% hits;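 active = activation above the run's mean compound activation plus 3 SD, cut at about 16% in these data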;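 also: peak over basal fluorescence ratio within a 140 s kinetic read after compound addition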
Target sequence (P11229 whole entry, looked up): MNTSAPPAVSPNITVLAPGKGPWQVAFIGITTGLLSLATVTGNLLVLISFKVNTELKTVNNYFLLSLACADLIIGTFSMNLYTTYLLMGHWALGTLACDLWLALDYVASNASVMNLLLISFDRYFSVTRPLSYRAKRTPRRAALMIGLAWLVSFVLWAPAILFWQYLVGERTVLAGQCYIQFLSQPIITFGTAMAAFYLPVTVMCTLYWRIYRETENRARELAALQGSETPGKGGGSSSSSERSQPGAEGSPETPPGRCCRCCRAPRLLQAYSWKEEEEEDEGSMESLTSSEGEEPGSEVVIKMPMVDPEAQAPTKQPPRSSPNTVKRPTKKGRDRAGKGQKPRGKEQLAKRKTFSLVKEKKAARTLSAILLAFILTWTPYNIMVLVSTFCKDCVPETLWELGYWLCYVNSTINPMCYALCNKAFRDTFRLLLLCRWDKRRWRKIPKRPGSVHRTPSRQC
M1 ag parental: nonselective activator or artifact in parental CHO-K1 cells; 360,000 compounds, 0.48% hits; activation, % at 3 µM; AID 602248; Fluo-8 calcium fluorescence; scaled to maximal ATP response, vehicle zero; in the data active = activation above about 15%;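 also: untransfected CHO-K1 host cells lacking M1 receptor as counterscreen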
M1 PAM: human CHRM1 positive allosteric modulation; AID 588819; CHO-K1 hM1, Fluo-8 calcium fluorescence, ACh EC20; 0% = ACh EC20, 100% = maximal ACh; P11229; activation, % at 3 µM; 360,000 compounds, 0.088% hits; in the data active = activation above about 19%, passing the limit was not always enough
OXTR potentiator: potentiates the human oxytocin receptor response; P30559; CHO-OTR cells, Fluo-8 calcium fluorescence, potentiator mode; 0% = oxytocin EC15, 100% = EC100; activation, % at 3 µM; 320,000 compounds, 0.061% hits; AID 2445;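 active = activation above that plate's cutoff, the mean activation of tested compounds plus 3 SD, cut at about 6.6% in these data, passing the limit was not always enough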;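 also: 100% uses oxytocin at 75 nM as the full agonist control; some results filed as inactive read as strong as hits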
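System: human OTR in CHO cells / Also added: sub-maximal oxytocin, roughly EC15 / Control set: EC15 oxytocin low, 75 nM oxytocin high / Schedule: 6 min compound pre-incubation at room temperature, 100 s kinetic read / Compound: single-point 3.0 µM / Replication: singlicate / Technique: Fluo-8 calcium dye fluorescence / Read-out basis: % activation of max/min ratio relative to oxytocin controls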
CHRM1 antagonist: blocks human M1 muscarinic receptor. CHO-K1 hM1, Fluo-8 calcium fluorescence, ACh EC80 antagonist. 360,000 compounds, 1.3% hits. inhibition, % at 3 µM. P11229;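 active = percent inhibition above its own plate's cutoff, namely the mean of that plate's compound wells plus 3 SD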;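 also: peak over basal fluorescence ratio during 140 s after agonist addition; 0% = ACh EC80 plus DMSO and 100% = DMSO alone without agonist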
CHRM4 agonist: CHRM4 agonism in calcium assay; P08173; CHO-K1 hM4/Gqi5, Fluo-8 calcium fluorescence; vehicle 0%, full acetylcholine response 100%; activation, % at 3 µM; 360,000 compounds, 0.14% hits; AID 624127;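 active = activation above the run mean over all test wells plus 3 SD, cut at about 32% in these data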;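 also: peak over basal fluorescence ratio per well then scaled between controls; 0% = DMSO wells and 100% = acetylcholine at EC100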
CHO-K1 Ca antag: M1 antagonist counterscreen hit in parental CHO-K1 cells; inhibition, % at 3 µM; ATP-induced calcium, Fluo-8 fluorescence; AID 602250; 360,000 compounds, 0.6% hits;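 active = inhibition above a per-plate cutoff, the plate's mean sample inhibition plus 3 SD, cut at about 24% in these data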;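 also: 0% = DMSO plus EC80 ATP and 100% = DMSO alone without ATP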
* marks the source's active call; other numbers are inactive results; / = no result given.

SMILES | CHO parental Ca | M4 antag | M1 ag | M1 ag parental | M1 PAM | OXTR potentiator | CHRM1 antagonist | CHRM4 agonist | CHO-K1 Ca antag
Cc1cc(NS(=O)(=O)c2ccc(NC(=O)C(C)Oc3ccc4c(C)cc(=O)oc4c3)cc2)no1 (stereo not drawn) | -9 | 1 | -6 | 0.6 | 3 | -7 | -33 | 0 | -12
COC(=O)c1ccc(NC(=O)Nc2ccc(OC)cc2)cc1 | -11 | -4 | -1 | 11 | -9 | -18 | 19 | 12 | -4
O=C(O)COn1c(-c2ccccc2)nc2ccc([N+](=O)[O-])cc21 | -13 | 6 | -3 | 1.5 | 9 | -10 | -4 | 1 | -5
COc1cc(C(=O)OCC(=O)N(C)c2ccccc2)cc(OC)c1OC | -10 | 5 | 0 | 11 | 6 | 0 | -10 | 0 | 2
N#CC(C#N)=Cc1ccc(-c2ccc(S(=O)(=O)N=C(N)N)cc2)o1 | -1 | -1 | -5 | 0.9 | 8 | -1 | -5 | 1 | -13
Cc1nc(C)c(-c2ccc(SCC(=O)Nc3ccc(C)c(Cl)c3)nn2)s1 | 15 | 9 | -4 | 0.3 | 4 | -11 | 1 | 4 | -1
COc1ccc(CNC(=O)CCNS(=O)(=O)c2ccc(C)cc2)cc1 | -8 | 0 | -2 | 0.1 | 6 | -17 | -8 | 1 | -10
O=C(COc1ccccc1Cl)N1CCCC1 | -22 | 0 | 0 | -0.5 | -7 | -11 | 26 | 1 | 13
CC1CCCCC1NC(=O)c1ccc(-n2cncn2)c([N+](=O)[O-])c1 (stereo not drawn) | -10 | 3 | -4 | 1.2 | 8 | -14 | -6 | 1 | -2
CCCCN1C(=O)NC(NC(C)=O)(C(F)(F)F)C1=O (stereo not drawn) | 0 | -8 | -2 | 0.6 | 5 | -1 | -33 | 0 | -10
O=C(CCCN1C(=O)/C(=C/c2ccccc2Cl)SC1=S)Nc1ccccn1 | -24 | 15 | -5 | 1.5 | -7 | -16 | 1 | 1 | -10
CCOC(=O)CN(c1cccc(C(C)=O)c1)S(C)(=O)=O | -7 | 4 | -3 | 0.3 | 1 | -3 | 8 | 0 | -4
Cc1cccnc1Oc1ncccc1N | -6 | 11 | -3 | 4.0 | 2 | -5 | 4 | 0 | -4
Cc1cc(C)n2nc(SCC(=O)c3cc(C)n(-c4cc(C)on4)c3C)nc2n1 | 26 | 8 | -6 | 14 | -15 | -7 | 26 | 17 | 0
c1ccc(-n2ncc3c2ncn2cnnc32)cc1 | -7 | 4 | -3 | 0.7 | -1 | -16 | 4 | 1 | 9
O=C(Nc1nnc(S(=O)(=O)N2CCOCC2)s1)c1ccc(F)cc1 | 12 | 2 | -1 | 0.7 | -1 | -3 | 3 | 2 | -5
NC(=O)NC(=O)COC(=O)c1sc2ccccc2c1Cl | 4 | 5 | -3 | 0.0 | 7 | -2 | -11 | 1 | -4
COc1ccc(N2CCN(Cc3nnnn3C3CCCCC3)CC2)cc1 | -22 | 0 | -6 | 2.5 | 6 | -2 | -3 | 0 | -3
CCCOc1ccc(C(C(=O)OCCN(CC)CC)c2ccccc2)cc1 (stereo not drawn) | -9 | 18 | -2 | 3.6 | -22 | -8 | 98* | 6 | -14
Cc1cc([N+](=O)[O-])c(C)cc1-c1ccc(/C=N/NC(=O)Cn2nnnc2N)o1 | 7 | 6 | -9 | -0.1 | 4 | -5 | -5 | 0 | -10
C[C@@H]1CN([C@H](C)CO)C(=O)CCCn2nncc2CO[C@@H]1CN(C)C(=O)Nc1ccnc(N2CCOCC2)c1 | / | -6 | -4 | 0.5 | 12 | / | -26 | 0 | -4
Cc1ccc(-c2csc3nnc(SCC(=O)Nc4nsc(-c5ccccc5)n4)n23)cc1 | -32 | 2 | -5 | 0.4 | -2 | -6 | -10 | 1 | -26
Cc1cccc(Nc2ncccc2C(=O)NCc2cccs2)c1C | -3 | 38* | 4 | 1.3 | -2 | -2 | 13 | 6 | 4
c1ccc2c(Oc3ccc4c(c3)OCO4)nncc2c1 | 1 | 8 | -5 | 0.2 | -2 | -12 | 4 | 0 | 5
Cc1cc(C)nc(NC(=O)CN2C(=O)c3ccccc3C2=O)n1 | 6 | -4 | -1 | 0.7 | 13 | 3 | -8 | 0 | -9

By substructure, the entries above containing a furan ring, fused or not.
SMILES | CHO parental Ca | M4 antag | M1 ag | M1 ag parental | M1 PAM | OXTR potentiator | CHRM1 antagonist | CHRM4 agonist | CHO-K1 Ca antag
N#CC(C#N)=Cc1ccc(-c2ccc(S(=O)(=O)N=C(N)N)cc2)o1 | -1 | -1 | -5 | 0.9 | 8 | -1 | -5 | 1 | -13
Cc1cc([N+](=O)[O-])c(C)cc1-c1ccc(/C=N/NC(=O)Cn2nnnc2N)o1 | 7 | 6 | -9 | -0.1 | 4 | -5 | -5 | 0 | -10

Six entries out of the list, arranged by length of the SMILES, smallest number first.
SMILES | CHO parental Ca | M4 antag | M1 ag | M1 ag parental | M1 PAM | OXTR potentiator | CHRM1 antagonist | CHRM4 agonist | CHO-K1 Ca antag
c1ccc2c(Oc3ccc4c(c3)OCO4)nncc2c1 | 1 | 8 | -5 | 0.2 | -2 | -12 | 4 | 0 | 5
Cc1cc(C)nc(NC(=O)CN2C(=O)c3ccccc3C2=O)n1 | 6 | -4 | -1 | 0.7 | 13 | 3 | -8 | 0 | -9
COc1cc(C(=O)OCC(=O)N(C)c2ccccc2)cc(OC)c1OC | -10 | 5 | 0 | 11 | 6 | 0 | -10 | 0 | 2
O=C(O)COn1c(-c2ccccc2)nc2ccc([N+](=O)[O-])cc21 | -13 | 6 | -3 | 1.5 | 9 | -10 | -4 | 1 | -5
Cc1ccc(-c2csc3nnc(SCC(=O)Nc4nsc(-c5ccccc5)n4)n23)cc1 | -32 | 2 | -5 | 0.4 | -2 | -6 | -10 | 1 | -26
Cc1cc([N+](=O)[O-])c(C)cc1-c1ccc(/C=N/NC(=O)Cn2nnnc2N)o1 | 7 | 6 | -9 | -0.1 | 4 | -5 | -5 | 0 | -10

Additional entries:
SMILES | CHO parental Ca | M4 antag | M1 ag | M1 ag parental | M1 PAM | OXTR potentiator | CHRM1 antagonist | CHRM4 agonist | CHO-K1 Ca antag
COc1cc(C)ccc1OCc1cc(C(=O)NC2CCOCC2)no1 | / | -9 | -3 | 0.3 | 4 | / | -7 | 1 | -6
COc1ccc(CCNC(=O)C2CCN(C(=O)N(C)C)CC2)cc1OC | -7 | 9 | -4 | 0.2 | -4 | -6 | 5 | 1 | -6
COc1ccc(-c2cnc3nc(/N=C/N(C)C)nn3c2/N=C/N(C)C)cc1 | -14 | 1 | -4 | -0.6 | 6 | 0 | -6 | 2 | 18
Cc1ccc(C(=O)Nc2ccccc2C(=O)N2CCN(c3ccccc3)CC2)cc1 | -23 | -4 | -1 | -0.1 | 1 | 0 | 4 | 2 | 14
O=S(=O)(c1cccs1)N1CN(Cc2ccco2)c2nc3ccccc3nc21 | -6 | -1 | -3 | 0.9 | 4 | -5 | -4 | 1 | -11
COc1ccc(C2C(C#N)=C(N)OC3=C2C(=O)CC(C)(C)C3)cc1OC (stereo not drawn) | -10 | 2 | -4 | 2.1 | -4 | -3 | 1 | 8 | 11
Cc1ccc(S(=O)(=O)N2[C@@H](c3ccc(Cl)cc3)C(C(=O)O)=CC[C@H]2c2cccc(Cl)c2)cc1 | 9 | -2 | -3 | 0.3 | 4 | -5 | 1 | 1 | -11
COc1ccccc1CNC(=O)Cn1cc([N+](=O)[O-])ccc1=O | -1 | 2 | -3 | 0.6 | 4 | -3 | -7 | 1 | -3
O=C(CNCc1ccco1)Nc1cccc(S(=O)(=O)N2CCCCC2)c1 | -8 | -7 | -3 | 1.8 | 8 | -1 | -6 | 3 | -15
Cc1ccc(N/C(N)=N/c2nc(CSc3ccc(C)cc3)cc(=O)[nH]2)cc1 | / | 1 | -1 | 0.1 | 8 | / | -17 | 2 | -15
COc1ccc(-c2nc(-c3ccccc3)c(-c3cc([N+](=O)[O-])ccc3C)[nH]2)cc1OC | -18 | 3 | -4 | 0.3 | 5 | -8 | -9 | 0 | -14
COc1ccc(C2=NN(CCC(=O)NC3CCCCC3C)C(=O)CC2)cc1 (stereo not drawn) | / | -9 | -4 | 0.0 | 7 | / | -18 | 2 | -17
Cc1nc(Nc2cccc(Cl)c2)c2oc3ccccc3c2n1 | -29 | -3 | -9 | -2.0 | 0 | -19 | -5 | 0 | -8
CCOc1ccc(N(CC(=O)N2CCc3ccccc32)S(=O)(=O)c2c(C)noc2C)cc1 | -18 | -8 | -3 | -0.5 | 4 | -7 | -14 | 0 | -6
COc1ccc(CCNC(=O)CCNS(=O)(=O)c2ccc3c(c2)CCN3C(C)=O)cc1OC | -13 | -1 | 1 | 0.4 | 14 | -4 | -23 | 1 | 5
O=C(Nc1ccc(F)cc1)c1cc(-c2ccncc2)nc2c(Cl)cccc12 | -2 | -9 | 0 | 0.1 | 10 | -5 | -10 | 1 | -12
COc1cc2[nH]c(-c3cccc(F)c3)cc(=O)c2cc1OC | -12 | 2 | -2 | 0.4 | 3 | -5 | -3 | 1 | 0
O=S(=O)(c1ccccc1)c1ccc(N2CCCCCC2)cc1 | 37* | 7 | -9 | 2.8 | -23 | -18 | 29 | 2 | 9
O=C(Cc1cc(=O)[nH]c(=O)[nH]1)N1CCC(Cc2ccccc2)CC1 | -6 | -10 | 2 | 0.2 | 12 | 0 | -13 | -1 | 9
COc1cccc2cc(C(=O)Nc3ccccc3Cl)/c(=N/NS(=O)(=O)c3ccccc3)oc12 | 0 | 0 | -2 | 1.0 | -4 | -7 | 9 | 2 | -13
COc1ccc(C(=O)OCC(=O)NCC2CCCO2)cc1[N+](=O)[O-] (stereo not drawn) | -12 | -11 | -2 | -0.1 | 4 | -3 | -6 | 1 | 1
Cc1ccc(SCc2cc(=O)[nH]c(Nc3nc(C)c4ccccc4n3)n2)cc1 | -14 | -4 | 0 | -0.4 | 8 | -2 | -2 | 0 | 19
NS(=O)(=O)c1cccc2cccnc12 | 0 | 2 | -2 | 0.5 | 8 | -6 | -3 | 1 | -8
COc1ccc(Cl)cc1NC(=O)CN(C)C(=O)CCSc1ccc(C)cc1 | -21 | -3 | -3 | 2.2 | 4 | -5 | -10 | 6 | -20
O=C(Nc1cc(=O)[nH]c2ncnn12)c1ccccc1Cl | -4 | 9 | -6 | 0.7 | 13 | 1 | -10 | 0 | 0
CCCNc1c(NS(=O)(=O)c2ccc(C3CCCCC3)cc2)c(=O)oc2ccccc12 | -5 | 3 | -2 | 0.0 | 7 | -1 | -5 | 1 | 6
